ERK EGF inh: qHTS Assay for Inhibitors of the ERK Signaling Pathway using a Homogeneous Screening Assay; Stimulation with EGF; 130,000 tested, 0.41% active; Potency, µM (highest dose often 11.5 µM), for inactives: at the top dose activity change, negative = inhibition, most hits filed as inhibitors; HEK293-V1b, EGF-stimulated phospho-ERK AlphaScreen; active = well fitted inhibition curve with a large enough effect; inconclusive = small, poorly fitted or top-dose-only effect, or effect the other way;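 also: plate controls were stimulated vehicle wells for no effect and unstimulated vehicle basal for full effect; nearly all actives have a fitted effect of over 55% in size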
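In this qHTS, HEK293 cells with stable type-1 vasopressin (V1b) receptor were exposed to compound at 37C for 30 min, stimulated 5 min with EGF at 25 nM, lysed, and probed for phospho-ERK by AlphaScreen.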
Active calls of the source: *; ? = inconclusive; & = joins results of further samples; ! = not confirmed by another sample; [ ] = remark or other dose. Potency is read from the fitted curve at half-maximal effect. Some of the compounds tested (hit frequency here may not be typical).

SMILES	ERK EGF inh
COc1ccc(S(=O)(=O)N(CC(=O)NCc2cccnc2)Cc2ccccc2)cc1	-10%
COc1cc(CO)cc(Br)c1OCC(=O)Nc1cccc2ccccc12	-1%
COc1ccc(OC)c(-n2nnnc2SCC(=O)Nc2ccccc2N2CCOCC2)c1	-4%
C/C(CC(=O)Nc1ccc(Cl)cc1C(F)(F)F)=N\NC(N)=S	-4%[57.5 µM]
O=C(NCc1cccnc1)C1CCN(c2ccc(S(=O)(=O)N3CCOCC3)cc2Cl)CC1	1%
CC1=C(C#N)C(=O)N(C2CCS(=O)(=O)C2)C(=O)/C1=C\c1ccc(C)o1 (stereo unspecified)	-12%[57.5 µM]
COc1ccccc1N1CCN(C2CCN(C(=O)c3cccs3)CC2)CC1	-5%
CS(=O)(=O)Oc1ccc(/C=N/NC(=O)c2ccncc2)cc1	6%
CC(=O)/C(C)=N/O	-8%
CC(C)CC(O)(CC(C)C)C(=O)NNc1ccccc1	1%
O=C(/C=C/NCC(=O)c1ccccc1)c1ccc(Br)cc1	3%
Fc1cccc(/C=N/Nc2ccc3ccccc3n2)c1	-4%
N#CC1=C(N)Oc2n[nH]c(-c3cccs3)c2C1c1ccccc1C(=O)O (stereo unspecified)	-3%
COc1c(Br)cc2c(C)c(C(=O)O)oc2c1Br	7%
C/C(=N\NC(=O)CN(c1ccc(C)cc1)S(C)(=O)=O)c1cccs1	-3%
O=C(CCc1nc2ccccc2c(=O)[nH]1)N1CCN(c2ccc(F)cc2)CC1	3%
CCCc1nnc(NC(=O)CCC(=O)NCc2ccc(OC)cc2)s1	2%[57.5 µM]
O=C1NC(=Nc2ccccc2)/C(=C/c2ccco2)S1	6%
CCNC(=S)N1CCN(CCN=CC2=C(O)CC(C)(C)CC2=O)CC1	15%[57.5 µM]
Fc1ccc(-c2csc(-c3ccc(C4SCCS4)cc3)n2)cc1F	-6%[57.5 µM]
COc1ccc2cc(C(N)=O)c(=Nc3ccc(C)cc3)oc2c1	-22%
O=C(ON=C1CCN(S(=O)(=O)c2ccccc2)CC1)c1cccc(Cl)c1	6%
O=C(CCC1CCCC1)Nc1ccc(OCC(=O)N2CCOCC2)cc1	-2%
CCOC(=O)c1sc(NC(=O)C2CCC2)cc1C	1%
CN(C)S(=O)(=O)c1cccc(NC(=O)c2cc(-c3cccs3)nn2-c2ccccc2)c1	21%

3 compounds already listed, arranged by formula weight, smallest number first.
SMILES	ERK EGF inh
CC(C)CC(O)(CC(C)C)C(=O)NNc1ccccc1	1%
O=C(/C=C/NCC(=O)c1ccccc1)c1ccc(Br)cc1	3%
O=C(CCc1nc2ccccc2c(=O)[nH]1)N1CCN(c2ccc(F)cc2)CC1	3%

(listing goes on)
SMILES	ERK EGF inh
CC(C)CC1=NC(C(F)(F)F)(C(F)(F)F)c2c(n(CC(C)C)c(=O)[nH]c2=O)N1	-4%
N#Cc1ccc(N/N=C/c2ccccc2)c([N+](=O)[O-])c1	-6%
CN(C)c1cc[n+](CC(=O)Nc2ccc(Oc3ccccc3)cc2)cc1	1%
CC(c1ccccc1C(O)(c1ccccc1)c1ccccc1)N(C)C (stereo unspecified)	-2%
CN(C)C1=NCC(CSC(=N)N)S1 (stereo unspecified)	-1%
N#C/C(=N\Nc1ccc([N+](=O)[O-])cc1)C(=N)N1CCOCC1	-3%[57.5 µM]
Cc1onc(-c2c(F)cccc2Cl)c1C(=O)Nc1sc2c(c1C#N)CCC(C(C)(C)C)C2 (stereo unspecified)	2%
Oc1ccc(N2CCN(c3nnnn3-c3ccccc3)CC2)cc1	-8%
O=C(O)CNS(=O)(=O)c1ccc2[nH]c(=O)c(=O)[nH]c2c1	0%
O=C1NN(c2ccccc2)C(=O)/C1=C\c1coc2ccc(O)cc2c1=O	-8%[57.5 µM]
O=C(NCc1ccccc1)c1ccc(CSc2ccccc2)o1	-3%
O=C(CCCc1nc2ccccc2s1)NNC(=O)CCN1CCN(Cc2ccccc2)CC1	-5%
CCCn1c(C)cc(/C=C(\C#N)C(=O)OCC(=O)Nc2cc(OC)c(OC)c(OC)c2)c1C	-4%
O=C(CN1C(=O)c2cccc3cccc1c23)Nc1ccccc1	23%
COC(=O)c1sc(N)c(C(=O)OC)c1COC(=O)CNS(=O)(=O)c1ccc(C)c(C)c1	4%
CCn1ccnc1CNC(=O)CC1C(=O)NCCN1Cc1ccccc1F (stereo unspecified)	-6%
CC(=O)N1N=C(c2c(-c3ccccc3)c3cc(C)ccc3[nH]c2=O)CC1c1ccco1 (stereo unspecified)	17%
CCc1ccc(C(C)NC(=O)Cn2cnc3c(=O)n(C)c(=O)n(C)c32)cc1 (stereo unspecified)	1%
O=C(O)CCC(=O)Nc1ccc(N=Nc2ccccc2)cc1	1%
Cc1cccc(OCCN2C(=O)c3ccccc3C2=O)c1	0%
O=C(OCc1nc2ccc(Cl)cc2n1CCO)c1ccccc1	-6%
O=C(CC(=O)c1ccccc1)Nc1cccnc1	5%
O=C1c2ccccc2C2(c3ccccc3)NCCN12 (stereo unspecified)	-24%[57.5 µM]
CCn1c(=O)c(C(=O)Nc2ccsc2C(=O)OC)c(O)c2ccccc21	9%
O=C(O)c1cccc(N/N=C/c2ccc(-c3ccccc3)cc2)c1	-10%
(cont.)
SMILES	ERK EGF inh
O=C(c1cnn(C(=O)COc2ccc(Cl)cc2)c1)c1ccccc1O	4%
COC(=O)c1ccccc1NC(=O)CSc1nc(N)cc(=O)[nH]1	4%
CCn1c(SCC(=O)NNC(=S)Nc2ccc(C)cc2)nnc1-c1ccc(Cl)cc1	-2%
COc1ccc(/C=C/C(=O)Nc2cccc(C(C)=O)c2)cc1	1%
C/C(=N\N1CCN(c2ccc(Cl)cc2)CC1)c1cccc([N+](=O)[O-])c1	?
CN(C)c1ccc(C(=S)N2CCN(c3ccc([N+](=O)[O-])cc3)CC2)cc1	?
CCCCOc1ccc(C(C)NC(=O)CCS(=O)(=O)Cc2ccc(Cl)cc2)cc1 (stereo unspecified)	1%
O=C(CCCc1nc2ccccc2s1)N1CCN(c2ccccc2)CC1	-1%
CCOC(=O)/C(=N\O)C1=NC(C)(C)Cc2ccccc21	4%
COc1ccc(NC(=O)C(C/C=C(/C)Cl)C(C)=O)cc1 (stereo unspecified)	6%
Nc1ccc(Nc2ccc([N+](=O)[O-])cc2[N+](=O)[O-])cc1	?
O=C(c1cnc(Cl)c(Cl)c1)N1CCC(Cc2ccccc2)CC1	-8%
C/C(=N\NC(=O)CO/N=C(\C)c1cccs1)c1ccc(N)cc1	-11%[57.5 µM]
COc1cccc(/C=N/NC(=O)c2ccoc2C)c1O	-6%[57.5 µM]
OCCNCc1cccc(OCc2ccccc2Cl)c1	-1%
Cc1cccc(Cn2nc(C)cc2NC(=O)Cn2cc([N+](=O)[O-])cn2)c1	2%
Cc1cccc(CSc2nnc3c(n2)[nH]c2ccccc23)c1	?
CN(C)CCOC(c1ccccc1)c1ccccc1	14µM*!
O=C(COC(=O)CSc1ccc2ccccc2c1)NC1CCCC1	0%
O=c1oc2ccc(Cl)cc2nc1/C=C(\O)c1ccco1	?
COc1ccc(S(=O)(=O)NNC(=O)C(=O)NNc2ccccn2)cc1	-12%[57.5 µM]
Cc1ccc(S(=O)(=O)NNC(=S)Nc2ccc(Cl)cc2)cc1	7%[57.5 µM]
Cc1cc(/C=C2/SC(=S)N(c3ccc([N+](=O)[O-])cc3)C2=O)c(C)n1-c1cccnc1	-21%
Cc1ccc(NC(=O)c2ccc([N+](=O)[O-])o2)cc1S(=O)(=O)N1CCOCC1	2%
COc1cc(-c2nc(CN3CCN(CC(C)C)C(=O)[C@@H]3C)c(C)o2)ccc1F	1%
Other compounds.
SMILES	ERK EGF inh
CCOC(=O)N1CCN(C(=O)CN(C)S(=O)(=O)c2ccc3c(c2)c(=O)n(C)c(=O)n3C)CC1	1%
CC1(C)CC(=O)C(CC2CCCCC2=O)C(=O)C1 (stereo unspecified)	0%[57.5 µM]
COc1ccc(CCNC(=O)C(=O)NCCOc2ccccc2)cc1OC	4%
Cc1ccc(S(=O)(=O)N(C)CC(=O)OCC(=O)N2CCCC2=O)cc1	-7%
O=[N+]([O-])c1ccc(Nc2ccc(N3CCOCC3)cc2)c([N+](=O)[O-])c1	?
Cc1cc(C(=O)N/N=C/c2ccc([N+](=O)[O-])s2)n[nH]1	-3%[57.5 µM]
Cc1cc(NS(=O)(=O)c2ccc(NC(=O)CSc3nc4sc(C)c(C)c4c(=O)[nH]3)cc2)no1	7%
NNC(=O)c1ccc(Cn2cc(Cl)cn2)cc1	5%
CCN(CC)CCCN1C=C2C(=O)C(C)(OC(=O)C3CCCC3)C(=O)C=C2C=C1c1ccsc1 (stereo unspecified)	-9%[57.5 µM]
CCN(CCCCCN(C)C)Cc1cc2ccccc2o1	9%[57.5 µM]
CC(C)OC(=O)NC(Nc1ccccc1C(=O)O)(C(F)(F)F)C(F)(F)F	11%[57.5 µM]
O=C(c1cccc(Br)c1)N1CCN(c2cnn(-c3ccccc3)c(=O)c2Cl)CC1	-12%
COc1cccc(C2CCCN2Cc2nc(-c3cnccn3)no2)c1 (stereo unspecified)	-20%
COC(c1ccccc1)c1nnc(CCC(=O)N(C)CCOc2ccccc2)o1 (stereo unspecified)	4%
COc1ccc(Nc2nc(-c3cc4cccc(OC)c4oc3=O)cs2)cc1	1%
Cc1c(NC(=O)c2cnn3c2NC(c2ccc(Br)cc2)CC3C(F)(F)F)c(=O)n(-c2ccccc2)n1C (stereo unspecified)	3%
CC(O)CC(C(=O)NNc1ccccc1)C(=O)NNc1ccccc1 (stereo unspecified)	3%
Cc1ccc(SCCC(=O)NC(C(C)C)C(C)C)cc1	6%
CC(NC(=O)c1cccnc1)C(=O)O (stereo unspecified)	-18%[57.5 µM]
O=C(COC(=O)CC1CC2CCC1C2)Nc1cc([N+](=O)[O-])ccc1F (stereo unspecified)	1%
N/C(=N\OC(=O)c1cccc(Cl)c1)c1ccncc1	2%
COc1ccc(Cl)cc1NC(=O)NC(C)C(C)(C)C (stereo unspecified)	2%
CCOc1ccc(S(=O)(=O)NN2Cc3ccccc3C2=N)cc1	4%
Cc1ccc(S(=O)(=O)Nc2ccc(S(=O)(=O)Nc3cc(C)nc(C)n3)cc2)cc1	-5%[57.5 µM]
COc1ccc2c(c1)N(C[C@@H](C)CN(C)C)c1ccccc1S2	-7%[25.7 µM]

In the list so far, these have a tert-butyl group.
SMILES	ERK EGF inh
Cc1onc(-c2c(F)cccc2Cl)c1C(=O)Nc1sc2c(c1C#N)CCC(C(C)(C)C)C2 (stereo unspecified)	2%
COc1ccc(Cl)cc1NC(=O)NC(C)C(C)(C)C (stereo unspecified)	2%

Four entries already listed, ordered by the number in ERK EGF inh, high to low.
compound | ERK EGF inh
O=C(/C=C/NCC(=O)c1ccccc1)c1ccc(Br)cc1 | 3%
COc1cc(CO)cc(Br)c1OCC(=O)Nc1cccc2ccccc12 | -1%
O=C(NCc1ccccc1)c1ccc(CSc2ccccc2)o1 | -3%
O=C(OCc1nc2ccc(Cl)cc2n1CCO)c1ccccc1 | -6%

Entries listed so far printed as active in ERK EGF inh:
SMILES	ERK EGF inh
CN(C)CCOC(c1ccccc1)c1ccccc1	14µM*!

(list continues)
SMILES	ERK EGF inh
CSc1ccccc1NC(=O)C(=O)c1c[nH]c2ccccc12	-1%
COc1ccc(/C=N/NC(=O)c2cc(C(C)(C)C)[nH]n2)cc1COc1ccc(F)cc1F	-1%
CCOC(=O)c1sc(NC(=O)C(OC(C)=O)c2ccccc2)nc1C (stereo unspecified)	3%
CC(=O)N1CC=CC1(CC(C)C)C(=O)NCCN1CCOCC1 (stereo unspecified)	8%
N/C(=N\OC(=O)CC(c1ccccc1)c1ccccc1)c1cccnc1	-4%
Cn1cccc1C(=O)N1CCC2(CC1)CCN(c1ccccc1)CC2	2%
COc1ccccc1/C=C/C(=O)Nc1nc(N)n(-c2ccccc2)n1	-7%[57.5 µM]
NC(=O)c1ccc(NC(=S)NCc2ccco2)cc1	1%
CC1=NN(c2ccc(Cl)c(C(=O)O)c2)C(=O)C1	4%
S=C(NCC1CCCO1)Nc1cc(Cl)c(Cl)cc1Cl (stereo unspecified)	1%
CC(=O)Oc1ccccc1-n1c(C)nc(=O)c(-c2ccccc2)c1C	-8%[57.5 µM]
CCOC(=O)C1CCN(c2c(Nc3ccc(C)c(C)c3)c(=O)c2=O)CC1	2%[57.5 µM]
COc1ccccc1CNC(=S)NCCc1ccccc1	3%
O=C(Cn1cnc2ccccc2c1=O)Nc1ccc(S(=O)(=O)N2CCOCC2)cc1	1%
NC(=S)NC1CC2CC1C1C=CCC21 (stereo unspecified)	5%[57.5 µM]
CCN1/C(=C2\C(=O)N(C)C(=S)N2C)C=Cc2ccccc21	?
Cc1cccc(C2c3[nH]c4ccccc4c3CCN2Cc2cnn(-c3ccc(F)cc3)c2)n1 (stereo unspecified)	8%
N#C/C(=C1/C(=O)Nc2ccc(Br)cc21)c1ccccn1	-2%
COc1ccccc1CN1CC2(CCN(C(=O)c3ccncc3)CC2)C1	-4%
Clc1ccc(C(c2ccccc2Cl)C(Cl)Cl)cc1 (stereo unspecified)	-1%&10%
NC(=O)CSc1nc2ccccc2n1-c1ccccc1	3%
Cc1cc(C)n(-c2ccc(C(F)(F)F)cc2[N+](=O)[O-])n1	0%
COc1ccc(S(=O)(=O)N2CCOCC2)cc1NC(=O)COc1ncnc2ccccc12	-10%
Cc1ccc(NC(=O)c2nc[nH]c2C(=O)N[C@@H](CCCCNC(=O)OC(C)(C)C)C(=O)OC(C)(C)C)cc1	-10%[57.5 µM]

Screening data as filed in PubChem.
